EPAC1 antagonist = qHTS for Antagonist of cAMP-regulated guanine nucleotide exchange factor 3 (EPAC1): primary screen; Potency, µM (series often up to 115 µM), without a hit: top-dose activity change, negative = inhibition, hits mostly inhibitors; EPAC1 GEF assay, Rap1b-BODIPY-GDP exchange fluorescence; AID 720709, 2013; actives 0.14% (n = 360,000); Rap guanine nucleotide exchange factor 3 (Homo sapiens), O95398;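 note: potency is the fitted concentration of half-maximal effect; plate controls were vehicle for no effect and positive control for full effect; nearly all actives have a fitted effect of over 50% in size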
EPAC1 agonist = qHTS for Agonist of cAMP-regulated guanine nucleotide exchange factor 3 (EPAC1): primary screen | Rap guanine nucleotide exchange factor 3 (Homo sapiens), O95398 | EPAC1 agonist qHTS, biochemical assay; response scale: 100% = response to 6.5 mM cAMP | Potency, µM (top dose mostly 154 µM), inactives show at the top dose activation, usual class: activators | actives 0.073% (n = 360,000); note: potency is the fitted concentration of half-maximal effect; nearly all actives have a fitted effect of over 60% in size
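Nucleotide exchange assay: 100 nM EPAC1 with 250 nM Rap1B loaded with BODIPY-GDP and 50 uM GDP, room temperature. Fluorescence (480/540 nm) read every 5 min for 30 min; signal change normalized to 6.5 mM cAMP as full agonist.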
Abeta rescue = qHTS for compounds that reverse cellular toxicity of Amyloid beta (A-beta) peptide in yeast: Primary Screen; yeast expressing A-beta42, growth rescue, OD600, 48 h; response scale: 0% DMSO, 100% iron-clioquinol control; actives 0.063% (n = 410,000); Potency, µM (top dose mostly 46.1 µM), for inactives: at the top dose growth rescue, usual class: activators; note: potency is the fitted concentration of half-maximal effect; nearly all actives have a fitted effect of over 55% in size
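Yeast A-beta toxicity model in growth medium with pinned compounds, 48 h at 30 C; growth read as absorbance at 600 nm. Normalized to FeCl3/clioquinol equimolar mix (positive) and DMSO (negative).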
PI5P4K alpha inh = qHTS for Inhibitors of phosphatidylinositol 5-phosphate 4-kinase (PI5P4K); actives 1.2% (n = 330,000); PI5P4Kalpha enzyme, ADP-Glo luminescence, 60 min; hits give low values; max response, %; AID 652105, 2013; active = max response of -50% or lower; inconclusive = between -30% and -50%; inactive = -30% or higher; note: value at the top dose of about 77 µM; % is set by controls: 0 for no effect and ±100 for the full control effect
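Human PI5P4Kalpha with substrate in 0.038 M HEPES pH 7.4, 0.28 mM EGTA, 0.1% CHAPS, 5% DMSO; reaction started with 5 microM ATP (final), 60 min at room temperature. ADP formed read by ADP-Glo luminescence.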
PLK1 PBD inh = qHTS for Inhibitors of PLK1-PDB (polo-like kinase 1 - polo-box domain): Primary Screen; AID 720504, 2013; Plk1 PBD binding of FITC phosphopeptide, fluorescence polarization; actives 2.8% (n = 360,000); Serine/threonine-protein kinase PLK1 (Homo sapiens), P53350; Potency, µM, for inactives: max response, negative = inhibition, hits mostly inhibitors; note: potency is the fitted concentration of half-maximal effect; series mostly up to about 57 µM; % is set by controls: 0 for no effect and ±100 for the full control effect; nearly all actives have a fitted effect of over 65% in size
FUS suppressor = qHTS for Suppressors of FUS Proteinopathy: Primary screen using FUS-linked yeast assay. Potency, µM (highest dose often 76.6 µM), inactives show at the top dose growth rescue (activation), most hits filed as activators. AID 1347120, 2019. actives 0.24% (n = 390,000). S. cerevisiae FUS-expressing, growth rescue, OD600, 24 h;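 note: potency is the fitted concentration of half-maximal effect; plate controls were DMSO vehicle for no effect and reference control for full effect; nearly all actives have a fitted effect of over 55% in size; some results filed as inactive show a strong effect at the top dose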
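Compound concentration series was pinned onto galactose-induced FUS-expressing yeast seeded at OD 0.005. Plates sat 24hr at 30C; absorbance at 600 nm gave growth. DMSO served as background control.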
WRN helicase inh = qHTS for Inhibitors of WRN Helicase; Bifunctional 3'-5' exonuclease/ATP-dependent helicase WRN (Homo sapiens), Q14191; WRN helicase unwinding, fluorescent forked duplex, kinetic; Potency, µM (doses to about 114 µM), inactives show top-dose activity change, negative = inhibition, actives largely listed as inhibitors; actives 0.46% (n = 360,000); note: potency is the fitted concentration of half-maximal effect; % is set by controls: 0 for no effect and ±100 for the full control effect; nearly all actives have a fitted effect of over 55% in size
Target sequence (Q14191 whole entry, looked up): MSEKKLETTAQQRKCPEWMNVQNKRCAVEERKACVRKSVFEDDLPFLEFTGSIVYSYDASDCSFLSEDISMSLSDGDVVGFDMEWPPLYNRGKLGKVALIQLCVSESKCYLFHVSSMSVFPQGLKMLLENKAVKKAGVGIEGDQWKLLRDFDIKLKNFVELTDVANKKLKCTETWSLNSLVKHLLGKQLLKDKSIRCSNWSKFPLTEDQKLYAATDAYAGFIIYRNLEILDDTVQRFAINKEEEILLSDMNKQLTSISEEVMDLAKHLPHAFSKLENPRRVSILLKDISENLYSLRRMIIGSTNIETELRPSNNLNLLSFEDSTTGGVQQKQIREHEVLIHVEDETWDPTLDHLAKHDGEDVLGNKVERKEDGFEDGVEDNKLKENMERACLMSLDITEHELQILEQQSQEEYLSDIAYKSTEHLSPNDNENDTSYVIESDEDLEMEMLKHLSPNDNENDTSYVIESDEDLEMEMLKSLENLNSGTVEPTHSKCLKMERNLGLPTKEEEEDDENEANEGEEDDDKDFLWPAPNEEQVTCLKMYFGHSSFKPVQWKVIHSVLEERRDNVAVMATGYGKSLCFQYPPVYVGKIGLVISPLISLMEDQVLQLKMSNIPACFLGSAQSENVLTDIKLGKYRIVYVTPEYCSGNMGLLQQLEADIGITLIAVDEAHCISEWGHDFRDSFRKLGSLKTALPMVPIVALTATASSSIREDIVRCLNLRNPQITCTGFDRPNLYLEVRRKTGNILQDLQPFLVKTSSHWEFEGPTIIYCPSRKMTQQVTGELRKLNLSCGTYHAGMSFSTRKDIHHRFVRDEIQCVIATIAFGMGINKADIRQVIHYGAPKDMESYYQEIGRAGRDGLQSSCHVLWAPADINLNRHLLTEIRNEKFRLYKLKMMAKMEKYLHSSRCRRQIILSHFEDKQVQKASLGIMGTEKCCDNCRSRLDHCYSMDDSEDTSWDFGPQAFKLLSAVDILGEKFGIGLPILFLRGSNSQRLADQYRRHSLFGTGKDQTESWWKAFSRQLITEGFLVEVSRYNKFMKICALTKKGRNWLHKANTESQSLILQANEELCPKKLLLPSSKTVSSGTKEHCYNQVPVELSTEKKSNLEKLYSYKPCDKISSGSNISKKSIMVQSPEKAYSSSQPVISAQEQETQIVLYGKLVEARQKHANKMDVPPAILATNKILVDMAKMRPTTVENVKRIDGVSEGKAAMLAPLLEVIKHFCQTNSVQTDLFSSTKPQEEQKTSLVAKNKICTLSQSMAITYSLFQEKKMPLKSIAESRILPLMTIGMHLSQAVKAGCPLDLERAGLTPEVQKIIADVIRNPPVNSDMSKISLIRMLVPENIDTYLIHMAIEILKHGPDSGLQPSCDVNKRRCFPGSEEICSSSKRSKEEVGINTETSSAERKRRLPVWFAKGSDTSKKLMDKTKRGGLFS
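Enzyme (20 nM final) and test compound sit together 15 min at room temperature before substrate addition. Substrate is a single-forked duplex oligonucleotide (100 nM) labelled with fluorophore and quencher, with 2 mM ATP; helicase unwinding raises red fluorescence, read kinetically.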
IL2 activator = qHTS of IL-2 Activators. IL-2 activation reporter assay, cell-based qHTS; stimulated with anti-CD3/CD4/CD28 beads; in transgenic mouse T cells. activation, % (series mostly up to about 46 µM). actives 0.065% (n = 360,000). AID 652025, 2013; in the data active = activation above about 50%; inconclusive = mostly about 30% to 49%; note: 0% is about no effect
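Unstimulated transgenic mouse T cells preincubated 60 min with compound, then stimulated with anti-CD3/anti-CD4-coated beads plus anti-CD28 for 18 h at 37 degrees C. IL-2 response read as EGFP and DsRed fluorescence by plate cytometry.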
Active calls of the source: *; ? = inconclusive; . = not tested or not shown; [ ] = remark or other dose. Unless noted, calls come from the whole dose curve; as a rule, active = well fitted curve in the direction sought with a large enough effect; inconclusive = small, poorly fitted or top-dose-only effect, or another doubt; inactive = no such curve, though single readings can be large; an effect the other way counts as inactive or inconclusive.

SMILES | EPAC1 antagonist | EPAC1 agonist | Abeta rescue | PI5P4K alpha inh | PLK1 PBD inh | FUS suppressor | WRN helicase inh | IL2 activator
CCOC(=O)N1CCN(Cc2nc3c(c(=O)n(C)c(=O)n3C)n2Cc2cccc3ccccc23)CC1 | -4% | -5% | 3% | -5 | 3% | 6% | 0% | 0.3
CSCCC(NC(=O)c1cccc(S(=O)(=O)N2CCN(C(C)=O)CC2)c1)c1nc2ccccc2[nH]1 (stereo unspecified) | -5% | 0% | -6% | 4 | -9% | -6% | -5% | 2.2
CCOc1ccc2nc(NC(=O)C3CCCN(S(=O)(=O)c4c(C)noc4C)C3)sc2c1 (stereo unspecified) | -7% | -8% | -4% | 1 | -1% | -5% | -3% | -2.8
O=C(c1ccc(COc2c(F)c(F)c(F)c(F)c2F)o1)N1CCN(Cc2ccc3c(c2)OCO3)CC1 | -18% | 16% | 19% | 4 | -5% | 20% | -23% | 0.6
O=C(c1ccccc1)N1CCCC(C(=O)N2CCCCCC2)C1 (stereo unspecified) | 21% | -7% | -16% | 0 | -3% | 24% | 0% | -4.4
O=C(Nc1ccc2c(c1)OCO2)c1cccc2c1C(=O)N(Cc1cccnc1)C2 | 14% | 0% | -7% | -15 | -5% | 30% | -28% | -1.7
Cc1ccc(SCc2cc(=O)[nH]c(N3CCN(Cc4ccccc4)CC3)n2)cc1 | -7% | -1% | 12%[9.22 µM] | 12 | -2% | -40% | -10% | -2.0
COc1ccccc1CNC(=O)COC(=O)COc1ccccc1Cc1ccccc1 | -8% | 1% | 9% | -2 | 1% | -3% | -4% | -5.9
Nc1c(Br)cc(Br)c2c1-c1ccc([N+](=O)[O-])cc1C2 | -9% | 0% | -2% | -28 | -18% | . | ? | -5.7
COc1ccc(-c2nc(-c3cccc(C)c3)no2)cc1OC | 3% | 13% | -10% | . | -3% | 17% | -18% | -2.5
COc1ccc(Cc2nc(C(=O)Nc3ccccc3)cs2)cc1 | -24% | 19% | -5% | 8 | -10% | 31% | -15% | 1.3
COCCn1c(SCC(=O)Nc2nnc(C)s2)nnc1-c1ccncc1 | 7% | -1% | 12% | . | -4% | 10% | 1% | -1.9
CCOC(=O)Cc1csc(NC(=O)CSc2nc3sc(C(=O)O)c(C)c3c(=O)[nH]2)n1 | 0% | 0% | 4% | . | -14% | 12% | -11% | -0.3
O=C(COC(=O)C1CCN(c2ccc(C(F)(F)F)cn2)CC1)NCc1ccc(Cl)cc1Cl | -18% | 6% | 27% | -1 | -5% | ? | -8% | -1.1
COc1ccccc1C(=O)NCCC(=O)NCC1COc2ccccc2O1 (stereo unspecified) | -10% | -3% | -8% | -1 | -14% | -13% | -9% | 0.3
O=C(c1cc2cc(F)ccc2[nH]1)N(Cc1cccnc1)CC1CCCN(C2CCCCC2)C1 (stereo unspecified) | 4% | 3% | 0% | 1 | -5% | 17% | 3% | -3.2
O=C(CSc1cc(Cl)ccc1Cl)NCCN1C(=O)CSC1=O | -3% | 4% | -47%[inhibitor] | 6 | -20% | 9% | 6% | 0.4
CC(C)(C)Nc1nc(OCC(F)(F)F)nc(OCC(F)(F)F)n1 | -8% | -18% | 17% | 0 | 1% | -6% | 0% | 1.3
COC(=O)c1cc(S(=O)(=O)NCc2ccccc2Cl)c[nH]1 | -27% | -6% | -8% | 2 | -4% | -29% | -5% | -1.4
COc1cccc(OC)c1C(=O)OCC(=O)N1CCC(Cc2ccccc2)CC1 | 2% | -6% | -28% | -2 | 2% | -2% | -3% | -0.9
COC(=O)C1=C(C)N(CC2CC2)C(=NCCN2CCOCC2)N[C@H]1c1ccccc1 | 0% | -13% | 5% | 5 | 2% | -5% | -4% | -0.3
CC(=O)Nc1ccc(-c2cn3cccnc3n2)cc1 | 11% | 2% | -3% | . | -5% | 6% | -8% | -1.2
O=C(CN1CCN(C(=O)c2ccco2)CC1)Nc1cc(Cl)ccc1Cl | -26% | 0% | -11% | -2 | 0% | 13% | 3% | 0.2
Cc1cc(NC(=O)NC(C)(C(F)(F)F)C(F)(F)F)no1 | 4% | -6% | 18% | 3 | 4% | 0% | -1% | -2.7
COc1ccc2ccc(=O)oc2c1CC=C(C)C | 4% | -19% | 6% | 1 | -1% | ? | -2% | -0.4
CC1(C(=O)NCc2ccccc2)CCC(=O)N1CC(F)(F)F (stereo unspecified) | 12% | 7% | -18% | 2 | -7% | -28% | 5% | -0.3
O=C(NOCc1ccccc1)c1ccc([N+](=O)[O-])cc1 | 9% | 4% | 3% | -2 | 3% | . | -6% | 2.0
CCn1c(N)c(C(=O)COC(=O)CCc2nc3ccccc3c(=O)[nH]2)c(=O)[nH]c1=O | -1% | -3% | -5% | 3 | 3% | -6% | -6% | 0.2
Cc1ccc(S(=O)(=O)N/N=C/c2cc([N+](=O)[O-])ccc2O)cc1[N+](=O)[O-] | ? | 2% | -22% | -11 | -24% | -4% | ? | -3.3
O=C(NCc1ccco1)C(c1ccncc1)N(C(=O)Cc1cccs1)c1ccccc1 (stereo unspecified) | -3% | 4% | 9% | 2 | -8% | 1% | 5% | -0.3
CCOC(=O)c1c(-c2ccc(OC)c(OC)c2)csc1NC(=O)C1CCCO1 (stereo unspecified) | 4% | -4% | 6% | 0 | -4% | 15% | -19% | 0.5
COc1cc(NC(=O)CN2CCN(S(=O)(=O)/C=C/c3ccccc3)CC2)cc(OC)c1OC | -20% | -3% | -10% | -2 | -6% | 24% | -3% | -0.5
CN(C)S(=O)(=O)c1ccc(N2CCCC2)c(C(=O)Nc2ccccc2OC(F)F)c1 | -15% | 7% | 25% | 1 | 9% | 13% | -4%[57.1 µM] | 3.3
CCCCNC(=O)COC(=O)c1ccc(F)cc1Cl | -6% | 3% | 2% | 0 | -8% | 25% | -9% | -1.1
CCCCN(CC)C(=S)Nc1ccc2nc(N3CCN(C)CC3)cc(C)c2c1 | -17% | -1% | . | 7 | -13% | -7% | -1% | -0.4
CCCCC(=O)Nc1ccc2c3c(cccc13)C(=O)N2CC | 4% | -1% | -8% | . | -1% | 19% | 4% | -1.9
O=C(NCc1ccccc1)C(c1ccc(F)cc1)N1CCN(CCN2CCOCC2)CC1 (stereo unspecified) | 1% | -15% | 1% | 0 | 0% | -12% | 2% | 0.8
Cc1ccnc(NS(=O)(=O)c2ccc(NC(=O)c3oc4ccc(F)cc4c3C)cc2)n1 | 4% | -12% | -11% | -2 | 0% | 10% | 8% | -2.1
CCn1c(SCC(=O)Nc2ccc(N3CCOCC3)cc2)nnc1-c1ccncc1 | 6% | -1% | 6% | 8 | 2% | 17% | 5% | -0.2
O=C(O)CC1(CC(=O)Nc2ccc(Oc3cccc(C(F)(F)F)c3)nc2)CCCC1 | -2% | 2% | 18% | -1 | 2% | 21% | 8% | 0.1

A run of entries from further up, as a working copy:
SMILES | EPAC1 antagonist | EPAC1 agonist | Abeta rescue | PI5P4K alpha inh | PLK1 PBD inh | FUS suppressor | WRN helicase inh | IL2 activator
CCOC(=O)c1c(-c2ccc(OC)c(OC)c2)csc1NC(=O)C1CCCO1 (stereo unspecified) | 4% | -4% | 6% | 0 | -4% | 15% | -19% | 0.5
COc1cc(NC(=O)CN2CCN(S(=O)(=O)/C=C/c3ccccc3)CC2)cc(OC)c1OC | -20% | -3% | -10% | -2 | -6% | 24% | -3% | -0.5
CN(C)S(=O)(=O)c1ccc(N2CCCC2)c(C(=O)Nc2ccccc2OC(F)F)c1 | -15% | 7% | 25% | 1 | 9% | 13% | -4%[57.1 µM] | 3.3
CCCCNC(=O)COC(=O)c1ccc(F)cc1Cl | -6% | 3% | 2% | 0 | -8% | 25% | -9% | -1.1
CCCCN(CC)C(=S)Nc1ccc2nc(N3CCN(C)CC3)cc(C)c2c1 | -17% | -1% | . | 7 | -13% | -7% | -1% | -0.4
CCCCC(=O)Nc1ccc2c3c(cccc13)C(=O)N2CC | 4% | -1% | -8% | . | -1% | 19% | 4% | -1.9

Other records
SMILES | EPAC1 antagonist | EPAC1 agonist | Abeta rescue | PI5P4K alpha inh | PLK1 PBD inh | FUS suppressor | WRN helicase inh | IL2 activator
O=C(Oc1ccc(N2C(=O)C3C4CCC(C4)C3C2=O)cc1)c1ccco1 (stereo unspecified) | 5% | 6% | 9% | -1 | 2% | 22% | -1% | 1.2
Cc1ccc2nc3[nH]c(=O)[nH]c(=O)c3c(N)c2c1 | 2% | -1% | -2% | -4 | 0% | -4% | -6% | 0.8
CC(C)c1cc(C(=O)N2CCN(C(c3ccccc3)c3ccccc3)CC2)no1 | -7% | 15% | 1% | 14 | 1% | 24% | -13% | -1.4
CCOC(=O)c1c(C)nc(SCC(N)=O)c(C#N)c1-c1ccccc1 | 14% | 1% | -6% | 1 | 1% | 16% | -3% | 0.1
CCOC(=O)Cn1c(=O)c2c(nc(N3CCCCC3)n2C)n(C)c1=O | 7% | 4% | -17% | 5 | -7% | -2% | 5% | 0.8
Cc1ccc(NC(=O)CCc2nnc(SCC(=O)Nc3ccccc3C)n2C)cc1Cl | 1% | -4% | 10% | . | 3% | 1% | -10% | 1.1
Oc1ccccc1-c1nnc2n1CCCCC2 | 10% | -1% | 8% | 0 | 0% | 10% | 0% | 6.0

Some of these compounds in order of their number in IL2 activator, ascending:
SMILES	EPAC1 antagonist	PI5P4K alpha inh	PLK1 PBD inh	WRN helicase inh	IL2 activator
CC(C)c1cc(C(=O)N2CCN(C(c3ccccc3)c3ccccc3)CC2)no1	-7%	14	1%	-13%	-1.4
CCOC(=O)c1c(C)nc(SCC(N)=O)c(C#N)c1-c1ccccc1	14%	1	1%	-3%	0.1
Cc1ccc(NC(=O)CCc2nnc(SCC(=O)Nc3ccccc3C)n2C)cc1Cl	1%	.	3%	-10%	1.1
O=C(Oc1ccc(N2C(=O)C3C4CCC(C4)C3C2=O)cc1)c1ccco1 (stereo unspecified)	5%	-1	2%	-1%	1.2

Bioassay records (PubChem BioAssay)

This is a random part of the collection. About 4.1% of those tested had a hit in this group.
